From PubChem BioAssay
S3 lipid droplet: qHTS Assay for Lipid Storage Modulators in Drosophila S3 Cells | AID 2685 | Drosophila S3 cells, BODIPY lipid droplet fluorescence, 18-24 h; cells fed with added oleic acid | Potency in µM for hits, for the others lipid storage change, negative = inhibition, % at the top dose, mostly 46.1 µM | actives 0.64% (n = 320,000); active = well fitted inhibition curve with a large enough effect in the signal ratio, with a control signal flat, not every such curve was filed as active; inconclusive = small, poorly fitted or top-dose-only effect, or effect the other way, or a change in a side signal; the % refers to the signal ratio
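Drosophila S3 cells loaded with oleic acid (400 uM, as added) and compounds at several concentrations; lipid droplets imaged by 488-nm laser-scanning cytometry, 500–530 nm intensity and object ratio to cell channel. Percent activity normalized to 20 uM Triacsin C.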
S3 lipid droplet cell count max: second read-out of S3 lipid droplet, no call of its own (marks repeat the call); cell number change, %; measured here: cell count max response;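 cells counted by Cell Tracker Red CMTPX staining in the red channel; peak over a dose series mostly up to 46.1 µM; percent activity relative to internal control wells on each plate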
* marks the source's active call; other numbers are inactive results. % is scaled to controls: 0 for no effect and ±100 for the full control effect; potency is read from the fitted curve at half-maximal effect. The list is partial; count on the stated rates, not on these rows.

How did O=[N+]([O-])c1cc(-c2ncccn2)cs1 do in these assays?
S3 lipid droplet: 16.7%; S3 lipid droplet cell count max: 3.3

Results for CCCC(=N)C1=C(O)CC(CC(C)SCC)CC1=O (stereo not drawn) ?
S3 lipid droplet: inconclusive

What do the screens show for `O=C(Nc1ccccc1C(F)(F)F)c1ncn[nH]1`?
S3 lipid droplet: -2.5%; S3 lipid droplet cell count max: -8.6

How did Cc1ccccc1-c1cc2nc(C)c(C)c(=O)n2[nH]1 do in these assays?
S3 lipid droplet: inconclusive

Results for O=C(COC(=O)c1ccc(N2CCCC2=O)cc1)Nc1ccccc1 ?
S3 lipid droplet: inconclusive

Results for c1ccc(CSC2=NNC(c3ccccn3)S2)cc1 (stereo not drawn) ?
S3 lipid droplet: -23.1%; S3 lipid droplet cell count max: -5.4

Results for O=C(Cc1ccc(Cl)cc1)Nc1ccccc1N1CCN(C(=O)c2ccccc2)CC1 ?
S3 lipid droplet: inconclusive

Results for COc1cc2cc(C(c3nnnn3Cc3ccc(F)cc3)N3CCCCCC3)c(=O)[nH]c2cc1OC (stereo not drawn) ?
S3 lipid droplet: inconclusive

Results for CC(C)CN(C(=O)CCNC(=O)c1ccc(Cl)cc1)c1c(N)n(CC(C)C)c(=O)[nH]c1=O ?
S3 lipid droplet: inconclusive

What do the screens show for `COc1cccc(CC(=O)OCC(=O)Nc2c(C)nn(-c3ccccc3)c2C)c1`?
S3 lipid droplet: inconclusive

A stretch from further up, as a working copy:
How did O=[N+]([O-])c1cc(-c2ncccn2)cs1 do in these assays?
S3 lipid droplet: 16.7%; S3 lipid droplet cell count max: 3.3

Results for CCCC(=N)C1=C(O)CC(CC(C)SCC)CC1=O (stereo not drawn) ?
S3 lipid droplet: inconclusive

What do the screens show for `O=C(Nc1ccccc1C(F)(F)F)c1ncn[nH]1`?
S3 lipid droplet: -2.5%; S3 lipid droplet cell count max: -8.6

How did Cc1ccccc1-c1cc2nc(C)c(C)c(=O)n2[nH]1 do in these assays?
S3 lipid droplet: inconclusive

Results for O=C(COC(=O)c1ccc(N2CCCC2=O)cc1)Nc1ccccc1 ?
S3 lipid droplet: inconclusive

Results for c1ccc(CSC2=NNC(c3ccccn3)S2)cc1 (stereo not drawn) ?
S3 lipid droplet: -23.1%; S3 lipid droplet cell count max: -5.4

Results for O=C(Cc1ccc(Cl)cc1)Nc1ccccc1N1CCN(C(=O)c2ccccc2)CC1 ?
S3 lipid droplet: inconclusive

Additional records follow:
What do the screens show for `S=C(Nc1ccccc1Cl)NC1CCC(NC(=S)Nc2ccccc2Cl)CC1` (stereo not drawn)?
S3 lipid droplet: 2.7%; S3 lipid droplet cell count max: -0.2

What do the screens show for `OCCC#Cc1ccc(CN2CCN(Cc3ccsc3)C(CCO)C2)cc1` (stereo not drawn)?
S3 lipid droplet: inconclusive

Results for O=c1/c(=C/c2ccc(CNS(=O)(=O)c3ccccc3)o2)sc2n1CCN=2 ?
S3 lipid droplet: inconclusive

Results for CN(C)C(=O)N1CCN(C(=O)c2ccccc2Sc2ccccc2C#N)CC1 ?
S3 lipid droplet: inactive

How did CCOc1cc(/C=N/NC(N)=O)cc(Br)c1OCC(=O)Nc1ccccc1C do in these assays?
S3 lipid droplet: inconclusive

What do the screens show for `Cn1cnnc1SCCNS(=O)(=O)c1cccc([N+](=O)[O-])c1`?
S3 lipid droplet: 20.2%; S3 lipid droplet cell count max: 3.2

How did COc1ccc(C2c3[nH]c4ccccc4c3C[C@H]3C(=O)N(C)CC(=O)N23)cc1OC (stereo partly drawn) do in these assays?
S3 lipid droplet: 9.8%; S3 lipid droplet cell count max: 7.8

What do the screens show for `C/[N+]([O-])=C\c1cccc(OCCN2CCN(c3ncc(C(F)(F)F)cc3Cl)CC2)c1`?
S3 lipid droplet: 6.8%; S3 lipid droplet cell count max: 1.9

Results for CCOc1ccc(NC(=O)NC2CCCCCCC2)cc1 ?
S3 lipid droplet: inconclusive

Results for Cn1c(SCC(=O)NC2CCCCC2)nnc1-c1ccccc1O ?
S3 lipid droplet: inconclusive

What do the screens show for `COc1ccc(NC(=O)/C=C/c2ccc(C)o2)cc1S(=O)(=O)N1CCOCC1`?
S3 lipid droplet: 9.6%; S3 lipid droplet cell count max: 7.0

What do the screens show for `CCOC(=O)COc1ccc(S(=O)(=O)NC2CC2)cc1`?
S3 lipid droplet: 20.0%; S3 lipid droplet cell count max: 8.7

How did COc1cccc(CNC(=O)COC(=O)CNC(=O)c2ccc(-c3ccccc3)cc2)c1 do in these assays?
S3 lipid droplet: -1.6%; S3 lipid droplet cell count max: 14.2

How did COc1ccc(-c2csc3ncn(-c4ccc(C)cc4)c(=O)c23)cc1OC do in these assays?
S3 lipid droplet: -10.3%; S3 lipid droplet cell count max: 0.9

Results for O=C(Cn1nnc(-c2ccccc2)n1)N/N=C/c1ccc(-c2ccc(Cl)cc2)o1 ?
S3 lipid droplet: -0.7%; S3 lipid droplet cell count max: -2.0

How did OCCNc1nc(Nc2ccccc2)nc(Nc2ccccc2)n1 do in these assays?
S3 lipid droplet: inconclusive

What do the screens show for `COCCOc1nc2c(c(=O)n(C)c(=O)n2C)n1CCc1ccccc1`?
S3 lipid droplet: inconclusive

Results for CC1NC(=O)NC1CCCCCC(=O)Nc1ccc(F)cc1 (stereo not drawn) ?
S3 lipid droplet: 0.8%; S3 lipid droplet cell count max: 23.9

How did COc1cc(C2NC(=O)NC(C)=C2C(=O)OC2CCC(C)CC2)ccc1O (stereo not drawn) do in these assays?
S3 lipid droplet: inactive; S3 lipid droplet cell count max: -7.4

Results for Cc1ccc(NC(=O)CN2CC(C)SC2=NC2CCCCC2)cc1 (stereo not drawn) ?
S3 lipid droplet: inactive

How did Cc1ccnn1CC(=O)N/N=C/c1cn[nH]c1-c1ccccc1 do in these assays?
S3 lipid droplet: 10.6%; S3 lipid droplet cell count max: 6.1

What do the screens show for `Cc1ccc(S(=O)(=O)ON2C(=O)c3cccc4cccc(c34)C2=O)cc1`?
S3 lipid droplet: 7.2%; S3 lipid droplet cell count max: 10.4

Results for COCCN(C(=O)Cc1cccs1)c1nnc(-c2cccnc2)s1 ?
S3 lipid droplet: 15.1%; S3 lipid droplet cell count max: -15.1

Results for COc1ccc2nc(SCC(C)=O)c(C#N)cc2c1 ?
S3 lipid droplet: inconclusive

Results for CC(=O)Nc1ccc(C(=O)OCC(=O)N2CCCC2)cc1 ?
S3 lipid droplet: inconclusive

What do the screens show for `C/C(Cc1ccccc1)=N\NC(=O)CNC(=O)Cc1ccccc1`?
S3 lipid droplet: -23.1%; S3 lipid droplet cell count max: -6.7

What do the screens show for `COc1ccc(C2CC(c3ccccc3)=NN2C(=O)COC(=O)c2nc3nc(C)cc(C)n3n2)cc1` (stereo not drawn)?
S3 lipid droplet: inconclusive

Results for CCc1nc2ccc(C(=O)NCc3ccc(C)o3)cc2nc1CC ?
S3 lipid droplet: inactive; S3 lipid droplet cell count max: -3.1

What do the screens show for `Cc1ccc(NNC(=O)c2cc(C(C)(C)C)nn2Cc2ccccc2)cc1`?
S3 lipid droplet: inconclusive

What do the screens show for `Cc1cc2cc(CN(Cc3cccs3)C(=S)NCC3CCCO3)c(=O)[nH]c2cc1C` (stereo not drawn)?
S3 lipid droplet: 23.8%; S3 lipid droplet cell count max: -0.8

Results for O=C(C(NS(=O)(=O)c1cccc2nsnc12)c1ccccc1)N1CCN(c2ccccc2)CC1 (stereo not drawn) ?
S3 lipid droplet: inconclusive

What do the screens show for `C=CCNC(=O)C1CC(=O)N(c2ccc(OCc3ccc(F)cc3)cc2)C1` (stereo not drawn)?
S3 lipid droplet: inactive; S3 lipid droplet cell count max: 1.1

How did CC(C)c1ccc2c(c1)C(=O)NC(C)(C)C2 do in these assays?
S3 lipid droplet: inconclusive

How did OC1(C(F)(F)F)CC(c2ccc3ccccc3c2)=NO1 (stereo not drawn) do in these assays?
S3 lipid droplet: inconclusive

What do the screens show for `C#CCOCCOCCOCCNc1nc(N2CCN(C(=O)[C@H]([C@@H](C)CC)n3cc([C@@H](N)CC(C)C)nn3)CC2)nc(N2CCN(C(=O)[C@H](Cc3cc4ccccc4[nH]3)n3cc([C@@H](N)Cc4ccc(O)cc4)nn3)CC2)n1`?
S3 lipid droplet: -11.4%; S3 lipid droplet cell count max: 5.8

How did CC1(C)C(CSc2nc3ccccc3[nH]2)C1(Cl)Cl (stereo not drawn) do in these assays?
S3 lipid droplet: inconclusive

Results for O=C(NC1c2ccccc2-c2ccccc21)N1CCCCC1 ?
S3 lipid droplet: inconclusive

Results for CC(=O)N1CCN(Cc2nc3cc(NC(=O)NC4CCCCC4)ccc3n2C)CC1 ?
S3 lipid droplet: inconclusive

How did COc1ccc2oc(C(=O)OCc3nnc(-c4ccccc4)o3)c(C)c2c1 do in these assays?
S3 lipid droplet: 22.7%; S3 lipid droplet cell count max: 29.7

How did Cc1ccnc(NC(=O)CCC(=O)N(CC(=O)NC2CCCCC2)C2CCCC2)c1 do in these assays?
S3 lipid droplet: 0.5%; S3 lipid droplet cell count max: 1.1

How did CCNC(=O)C(=O)N1CCC2(CC1)OCCN2S(=O)(=O)c1ccc(C)cc1 do in these assays?
S3 lipid droplet: 12.4%; S3 lipid droplet cell count max: 27.9

How did O=C(OCc1cccc(Cl)c1)c1cc([N+](=O)[O-])ccc1N1CCOCC1 do in these assays?
S3 lipid droplet: 7.7%; S3 lipid droplet cell count max: -21.3

How did COc1ccccc1N1C(N)=NC(N)=NC12CCCCC2 do in these assays?
S3 lipid droplet: -6.9%; S3 lipid droplet cell count max: -3.1

What do the screens show for `CCN(CC)S(=O)(=O)c1ccc(OC)c(NC(=O)CCc2c(C)noc2C)c1`?
S3 lipid droplet: inconclusive

Results for CC1=C(C(=O)OCc2ccc3c(c2)OCO3)C(c2ccc(Cl)cc2)NC(=O)N1 (stereo not drawn) ?
S3 lipid droplet: inconclusive

What do the screens show for `CCCNC(=O)c1onc(CSc2ccccc2)c1C(=O)NCCC`?
S3 lipid droplet: inconclusive

What do the screens show for `Cc1cc(Cl)ccc1C(=O)C1CCCN(C(=O)c2ccoc2)C1` (stereo not drawn)?
S3 lipid droplet: 9.8%; S3 lipid droplet cell count max: 1.4

Results for Cc1c(Br)c(=O)oc2c(Br)c(O)ccc12 ?
S3 lipid droplet: inconclusive

What do the screens show for `Cc1cc(=O)[nH]c(N/N=C/c2cc(C)n(-c3ccccc3)c2C)n1`?
S3 lipid droplet: inconclusive

How did O=C1c2ccccc2NC(c2ccccc2O)N1O (stereo not drawn) do in these assays?
S3 lipid droplet: -6.0%; S3 lipid droplet cell count max: -14.1

Results for CN(C)C(=S)SCCn1c(N)nc(N(C)C)nc1=O ?
S3 lipid droplet: inconclusive

How did Cn1nnc2cc(NC(=O)Nc3cccc(Cl)c3)ccc21 do in these assays?
S3 lipid droplet: inconclusive

Results for Cc1c(C(=O)Nc2ccc3c(c2)OCO3)oc2ccccc12 ?
S3 lipid droplet: inconclusive

What do the screens show for `COc1cccc(NC(=O)N2CCCC2C(=O)NCc2ccccc2)c1` (stereo not drawn)?
S3 lipid droplet: 0.4%; S3 lipid droplet cell count max: -6.1

What do the screens show for `CN(C)S(=O)(=O)N1CCN(c2ccc([N+](=O)[O-])c(N3CCCCC3)c2)CC1`?
S3 lipid droplet: -7.1%; S3 lipid droplet cell count max: -13.8

Results for Cc1cc(-c2nn(-c3ccccc3F)cc2CNCCc2cnccn2)c(C)s1 ?
S3 lipid droplet: -0.7%; S3 lipid droplet cell count max: 11.0

What do the screens show for `CCN(CC)CCNC(=O)c1cn(CC)c2cc(N3CCN(C)CC3)c(F)cc2c1=O`?
S3 lipid droplet: 5.4%

Results for Cc1ccc(NC(=O)NC2CCCc3ccccc32)cc1 (stereo not drawn) ?
S3 lipid droplet: 24.1%; S3 lipid droplet cell count max: 4.3

How did O=C(N/N=C/c1ccccc1[N+](=O)[O-])c1ccncc1 do in these assays?
S3 lipid droplet: inconclusive

What do the screens show for `COc1ccc(/C=N/S(=O)(=O)CCc2ccccc2)c(OC)c1`?
S3 lipid droplet: -2.8%; S3 lipid droplet cell count max: 4.8

Overlap with the part before: 2 entries, then new ones.
How did O=C(N/N=C/c1ccccc1[N+](=O)[O-])c1ccncc1 do in these assays?
S3 lipid droplet: inconclusive

What do the screens show for `COc1ccc(/C=N/S(=O)(=O)CCc2ccccc2)c(OC)c1`?
S3 lipid droplet: -2.8%; S3 lipid droplet cell count max: 4.8

What do the screens show for `O=C(NCc1ccc(Cl)cc1)c1ccc(CS(=O)Cc2cccc(Cl)c2)o1` (stereo not drawn)?
S3 lipid droplet: 9.9%

How did O=C(O)C1=C[C@H](c2ccc(F)cc2)C[C@H](OCCCCO)O1 do in these assays?
S3 lipid droplet: inconclusive

What do the screens show for `CC(=O)Oc1ccc2ccc(=O)oc2c1`?
S3 lipid droplet: -11.9%; S3 lipid droplet cell count max: -16.5

Results for COc1ccc(CNC(=O)OCCN2CCN(S(=O)(=O)c3ccc(C)cc3)CCC2=O)cc1 ?
S3 lipid droplet: 1.1%; S3 lipid droplet cell count max: 22.9

How did CC(C)CC(=O)Nc1ccc2c(c1)nc(CCN1CCOCC1)n2C do in these assays?
S3 lipid droplet: -6.2%; S3 lipid droplet cell count max: 8.7

What do the screens show for `COc1cc(/C=N/S(=O)(=O)c2ccccc2)cc(OC)c1O`?
S3 lipid droplet: 26.3%; S3 lipid droplet cell count max: -14.3

Results for COCCn1c(N)c(C(=O)NCC2CCCO2)c2nc3ccccc3nc21 (stereo not drawn) ?
S3 lipid droplet: 17.6%; S3 lipid droplet cell count max: 12.1

Results for CCCOc1ccc(-c2cc(C(=O)NCC3CCCO3)c3ccccc3n2)cc1 (stereo not drawn) ?
S3 lipid droplet: 5.5%; S3 lipid droplet cell count max: 4.0
